Screens: PubChem BioAssay, National Center for Advancing Translational Sciences (NCATS)
HT1080 IDH1KD tx = qHTS for induction of synthetic lethality in tumor cells producing 2HG: qHTS for the HT-1080-IDH1KD cell line. hit rate 2% among 360,000. HT-1080 IDH1 knockdown viability, ATP luminescence, 48 h. AID 686971, 2013. Potency, µM (top dose mostly 46.1 µM), inactives show at the highest dose activity, negative = toxicity, most hits filed as cytotoxic;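 further: potency means the concentration at half of the fitted maximal effect; 0% = DMSO wells and -100% = cell-free medium wells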
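After a 2 h attachment period, IDH1KD HT-1080 cells took pin-transferred compound for 48 h at 37 °C; ATP-based luminescence after 10 min room-temperature reagent incubation reported viability.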
KB-3-1 tox = qHTS assay for MDR1-selective chemotherapeutics: Primary screen using the parental adenocarcinoma cell KB-3-1; hit rate 1.4% among 400,000; Potency, µM (titrated, usually from 46.1 µM), for the others: at the highest dose activity change, negative = cytotoxic, hits mostly cytotoxic; KB-3-1 viability, CellTiter-Glo ATP luminescence, 72 h; further: potency means the concentration at half of the fitted maximal effect; on the % scale 0 is the no-effect control and ±100 the full control effect; nearly all actives have a fitted effect of over 60% in size
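Cytotoxicity measured as CellTiter-Glo luminescence after 72 h at 37 C. Compound titrations were pinned onto drug-naive KB-3-1 parental adenocarcinoma cells grown in DMEM with 10% FBS, and normalized data fitted to concentration-response curves.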
DRD3 agonist = qHTS of D3 Dopamine Receptor Agonist: qHTS. D(3) dopamine receptor (Homo sapiens), P35462. D3R DiscoveRx beta-arrestin cells, luminescence, 90 min. max activation, %. hit rate 0.58% among 410,000; in the data active means max activation above about 30%; further: 0% is about no effect; mostly tested at two doses, the higher about 12 µM
Target sequence (P35462 whole entry, looked up): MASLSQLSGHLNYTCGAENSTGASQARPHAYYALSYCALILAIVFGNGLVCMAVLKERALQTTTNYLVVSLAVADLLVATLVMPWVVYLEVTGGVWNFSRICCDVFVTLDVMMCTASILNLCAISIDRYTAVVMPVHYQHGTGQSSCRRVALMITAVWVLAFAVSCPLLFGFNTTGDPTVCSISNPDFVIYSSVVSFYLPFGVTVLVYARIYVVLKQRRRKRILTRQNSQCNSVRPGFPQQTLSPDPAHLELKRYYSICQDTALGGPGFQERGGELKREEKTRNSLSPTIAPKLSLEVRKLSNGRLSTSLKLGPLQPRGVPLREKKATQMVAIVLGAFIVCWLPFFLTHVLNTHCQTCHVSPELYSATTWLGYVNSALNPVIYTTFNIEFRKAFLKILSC
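Agonist mode: compounds and dopamine controls were applied to plated cells for 90 min at 37 degrees C after an overnight attachment at 1500 cells/well. Luminescent read-out followed 30 - 60 minutes at room temperature with DiscoveRx detection reagent.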
KB-V1 MDR tox = qHTS assay for MDR1-selective chemotherapeutics: Primary screen using the drug-selected MDR subline cells KB-V1; hit rate 3.4% among 400,000; Potency, µM (doses to about 46.1 µM), without a hit: at the top dose activity change, negative = cytotoxicity, actives largely listed as cytotoxic; KB-V1 MDR cells viability, CellTiter-Glo, 72 h; AID 1347076, 2019; further: potency means the concentration at half of the fitted maximal effect; on the % scale 0 is the no-effect control and ±100 the full control effect; nearly all actives have a fitted effect of over 60% in size
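Following 72 h at 37 degrees C with compound, KB-V1 cell viability was read by CellTiter-Glo luminescence, medium being phenol-red-free DMEM plus 10% FBS; concentration-response parameters came from normalized, curve-fitted qHTS data.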
HT1080NT lethal = qHTS for induction of synthetic lethality in tumor cells producing 2HG: qHTS for the HT-1080-NT fibrosarcoma cell line; Potency, µM (doses to about 46.1 µM), without a hit: at the highest dose activity, negative = less viability, most hits filed as cytotoxic; HT-1080-NT fibrosarcoma viability, CellTiter-Glo ATP luminescence, 48 h; hit rate 1.6% among 360,000; AID 686970, 2013;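 further: NT is the 2HG producing partner of a matched IDH1 knockdown line; potency means the concentration at half of the fitted maximal effect; 0% = DMSO-treated cells and -100% = media-only wells without cells; nearly all actives have a fitted effect of over 55% in size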
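Fibrosarcoma NT cells, 750 per well in 5% FBS RPMI, were exposed to compound for 48 hours. Viability: CellTiter-Glo luminescence.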
GLP1R cytotox = qHTS of GLP-1 Receptor Inverse Agonists: Cytotox Screen. hit rate 0.13% among 410,000. Potency, µM (titrated, usually from 38.3 µM), for the others: at the highest dose activity change, negative = inhibition, actives largely listed as inhibitors. AID 624418, 2012. HEK293 cAMP-luciferase reporter cells, luminescence, 24 h;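 further: loss of luciferase light is scored as toxicity; potency means the concentration at half of the fitted maximal effect; on the % scale 0 is the no-effect control and ±100 the full control effect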
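Compound-treated cells are incubated 24 hr at 37 deg C under 5% CO2 after a 12 hour attachment period, then luciferase detection reagent is added and luminescence is measured following 12 min at room temperature; lowered signal indicates toxicity.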
MCF10A rereplic = A quantitative high throughput screen for small molecules that induce DNA re-replication in MCF 10a normal breast cells | MCF 10A DNA re-replication, Hoechst nuclear intensity, 48 h | Potency, µM (highest dose often 46.1 µM), for inactives: at the top dose activity, positive = re-replication, most hits filed as activators | hit rate 2.9% among 350,000; further: potency means the concentration at half of the fitted maximal effect; % of control where 0% means no effect; nearly all actives have a fitted effect of over 50% in size
SW480 rereplic = A quantitative high throughput screen for small molecules that induce DNA re-replication in SW480 colon adenocarcinoma cells. hit rate 1.8% among 340,000. SW480 DNA re-replication, Hoechst DNA content imaging, 48 h. AID 624297, 2012. Potency, µM (doses to about 46.1 µM), for the others: at the highest dose re-replication activation, most hits filed as activators; further: potency means the concentration at half of the fitted maximal effect; % of control where 0% means no effect; nearly all actives have a fitted effect of over 55% in size
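Quantitative HTS format with DMSO vehicle controls; 48 hr drug incubation at 37 C, then 40 min Hoechst staining and scanning imager measurement at 405 nm excitation.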
IL1B secr inh = qHTS for Inhibitors of Inflammasome Signaling: IL-1-beta AlphaLISA Primary Screen. THP-1 LPS/ATP IL-1B secretion, AlphaLISA, 16 h; active compounds read low. activity change, % at 57.5 µM. hit rate 4.7% among 360,000. AID 743279, 2014; in the data active means activity change below about -50%; inconclusive means mostly about -30% to -49%; further: on the % scale 0 is the no-effect control and ±100 the full control effect
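Secreted IL-1B measured by AlphaLISA bead assay after 16 h compound exposure of THP-1 cells; compounds (final up to 57.5 uM) added 1 h before LPS (250 ng/mL) and ATP (1.25 mM) stimulation; lower signal means less secretion.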
* hit, by the source's call; ? = inconclusive; · = no result given; & = joins results of further samples; [ ] = dose if it differs, or a comment. Unless noted, the call rests on the fitted dose curve; in most records, active means well fitted curve in the direction sought with a large enough effect; inconclusive means small, poorly fitted or top-dose-only effect, or another doubt; inactive means no such curve, though single readings can be large; an effect the other way counts as inactive or inconclusive. This is a random part of the collection, and some 11% of all compounds hit somewhere here.

SMILES	HT1080 IDH1KD tx	KB-3-1 tox	DRD3 agonist	KB-V1 MDR tox	HT1080NT lethal	GLP1R cytotox	MCF10A rereplic	SW480 rereplic	IL1B secr inh
CNC(=S)N1CCc2cc(OC)c(OC)cc2C1	15%	-1%	3	-1%	2%	17%	9%	-33%[inhibitor]	-2
COc1cccc(NC(=O)n2nc(N)cc2-c2ccc(Cl)cc2)c1	-29%	-17%	1	-5%	-13%	?	2%	3%	-26
COc1cccc(-c2cc(C(=O)O)c3cc4ccccc4cc3n2)c1OC	-3%	-9%	-10	6%	-3%	2%	·	·	15
COc1ccc(S(=O)(=O)n2ccc(-c3ccc(OCCN(C)c4ccccn4)cc3)n2)cc1	-18%	-11%	-6	-10%	-10%	4%	?	-4%	-10
CCCCCCNC(=O)CCCCCNS(=O)(=O)c1ccc(Br)cc1	-15%	-14%	-6	?	-23%	2%	0%	6%	19
COc1ccccc1-n1cc(CN2CCN(C3CCCCC3)C(CCO)C2)cn1 (configuration not stated)	10%	1%	-10	-24%	21%	-9%	-1%	4%	1
O=C(Nc1nnc(S(=O)(=O)N2CCCC2)s1)c1ccccc1Br	0%	5%&-42%	3&-3	23%&-1%	-6%	0%&-1%	0%	-8%	0
COc1cc(OC)c(NC2c3ccccc3C(=O)N2c2cc(C)ccn2)cc1Cl (configuration not stated)	18%	-4%	1	?	0%	-11%	6%	5%	-17
CCCCn1cnc2c(oc3nc4c(cc32)CCCC4)c1=O	1%	-3%	2	-25%	-4%	14%	-6%	?	-60*
CC1CCN(c2c(NCC3CCC(C(=O)NCc4ccccc4Cl)CC3)c(=O)c2=O)CC1 (configuration not stated)	1%	-5%	5	28%	0%	7%	2%	-6%	-20
COc1ccc(CN(CC2CCC(C(=O)O)CC2)C(=S)Nc2cc(Cl)ccc2OC)cc1 (configuration not stated)	-6%	-4%	-4	-4%	0%	3%	-3%	1%	14
CCOC(=O)c1ccc(NC(=S)NNC(C)(C)C)cc1	12%	0%	-13	11%	-3%	?	16%	?	0
CCOC(=O)CSc1ccc(C(=O)N2CCN(C)CC2)cc1[N+](=O)[O-]	3%	-12%	2	-4%	5%	11%	-1%	-1%	-22
CCc1ccc(NC(=O)CO/N=C(\C)c2cc3ccccc3o2)cc1	15%	10%	1	12%	-8%	-1%	8%	5%	?
O=C(Nc1cc2c(cc1Cl)OCCCO2)c1ccccc1	11%	1%	3	-2%	18%	1%	-1%	1%	-7
Clc1cc2c(cc1/C=N/Nc1nc(N3CCOCC3)nc(N3CCOCC3)n1)OCO2	2%	6%	17	-7%	2%	-1%	-1%	-17%	13
COC(=O)CSc1nnc(Cc2cc(=O)[nH]c(=O)[nH]2)n1-c1cccc(OC)c1	-9%	2%	-9	16%	0%	1%	-1%	-5%	6
Cn1ccsc1=NC(=O)c1ccccc1F	9%	17%	1	1%	10%	0%	-1%	-8%	7
Cc1ccc(C(C)(C)C)c(OCC(=O)NCCc2nc3ccccc3[nH]2)c1	·	-2%	4	-4%	·	1%	·	·	·
Cn1c([N+](=O)[O-])cnc1COC(N)=O	14%	0%	-3&-3	8%	0%	23%	1%&-4%	-24%&0%	2
CS(=O)(=O)N(CC(=O)NCc1ccco1)c1ccccc1Cl	-9%	1%	-4	13%	1%	1%	-188%[0.0737 µM]	-14%	0
O=C(O)CN1C(=O)C(=O)N(Cc2ccc(Cl)cc2Cl)C1=O	16%	0%	3	40%	12%	8%	-1%	0%	14
O=c1cc(N2CCCCC2)nc2n1CCCS2	-6%	-3%	35*	?	9%	12%	13%	1%	-3
Cc1ccc(S(=O)(=O)N2CCN(C(=O)N3CCOCC3)C2C(C)C)cc1 (configuration not stated)	6%	-11%	0	1%	3%	-4%	0%	1%	-19
O=C(Nc1ccc(F)c(Cl)c1)c1ccc2sc([C@H]3C[C@H](O)[C@@H](CO)O3)nc2c1	?	-7%	2	-3%	-14%	-3%	·	·	0
O=C(NNC(=S)Nc1ccccc1)c1ccco1	-2%	-1%	-2	0%	15%	2%	-2%	-2%	0
COc1cc(F)ccc1S(=O)(=O)n1c(C)nc2ccccc21	0%	-9%	-4	-20%	-2%	-7%	12%	-1%	13
Cc1nc(N2CCCCC2)c(C#N)c(C)c1[N+](=O)[O-]	-7%	-7%	6	-5%	-2%	9%	8%	-22%	10
Cc1cc(C)n(Cc2ccc(Cl)nc2)n1	-1%	5%	-2	2%	-2%	2%	10%	1%	-1
CC(=O)Nc1c(O)c2cccc3c2n(c1=O)CCC3	19%	16%	-17	25%	18%	-3%	-2%	-5%	18
CN(Cc1ccc(C(F)(F)F)cc1)C(=O)[C@H]1O[C@@H](n2cnc3c(N)ncnc32)[C@H](O)[C@@H]1O	10%	0%	4	-3%	1%	1%	·	·	-14
Cc1ccc(SCC(=O)NC(=O)Nc2ccc3c(c2)OCCO3)c(C)c1	10%	13%	0	8%	1%	8%	-2%	-2%	19
O=C(CN1C(=O)C2(OCCO2)c2cc(Br)ccc21)NO	?	-25%	10	-10%	?	-4%	-1%	5%	-55*
O=c1[nH]c2ccccc2cc1CN(Cc1ccco1)S(=O)(=O)c1ccccc1	-9%	?	-7	?	-9%	-26%	2%	11%	-27
CC(=O)Nc1cc(-c2nn(C)c(=O)c3ccccc23)ccc1N1CCCCC1	-10%	-5%	-3	3%	0%	4%	2%	-5%	-7
Cn1c(SCC(=O)Nc2ccc3c(c2)oc2ccccc23)nnc1-c1ccccc1	10%[9.24 µM]	0%	-3	-20%	-30%	-50%	?	10%	33
Cc1nn(CCCC(=O)Nc2cccc(F)c2)c(=O)c2c1sc1ccccc12	·	7%	4	6%	·	-2%	·	·	·
COc1ccc(CN2C(=O)C(CC(=O)NCCCN(C)C)CC(C(=O)N3CCCCCC3)=C2C)cc1 (configuration not stated)	15%	19%	3	-1%	-1%	7%	·	·	0
CCOC(=O)C1=C(CNC(C)(C)CC(C)(C)C)NC(=O)NC1c1cccc([N+](=O)[O-])c1 (configuration not stated)	?	-4%	-3	0%	?	-17%	2%	24%	-16
COc1ccccc1Nc1nc2c(S(=O)(=O)c3ccc(C(C)C)cc3)nnn2c2ccsc12	·	3%	6	13%	·	-18%	·	·	·
CC(C)Oc1ccc(C(=O)/C=C2/C(=O)Nc3ccccc32)cc1	?	?	-5	6%	?	?	?	?	-100*
COc1ccc(NC(=O)CN2C(=O)COc3ccc(S(=O)(=O)NC4CCCC4)cc32)cc1OC	·	0%	-4	?	·	-12%	·	·	·
CC1Cc2ccccc2N1C(=O)c1cnc2n(c1=O)CCS2 (configuration not stated)	9%	5%	0	5%	20%	-24%	2%	1%	9
Cc1cc(NCC(=O)Nc2ccc(C)c(S(=O)(=O)N3CCOCC3)c2)ccc1Br	-4%	-26%	7	?	-24%	-5%	·	·	-4
Cc1ccc(Nc2ncnc3sc4c(c23)CCC(C)C4)cc1C (configuration not stated)	·	14%	5	?	·	7%	·	·	·
O=C(COc1ccc(S(=O)(=O)N2CCOCC2)cc1Cl)NCc1ccco1	-1%	6%	2	2%	-2%	-4%	-33%[inhibitor]	-5%	-12
Cc1ccccc1NC(=O)Cn1c(=O)n(CCc2ccccc2)c(=O)c2ccccc21	·	1%	0	-7%	·	2%	·	·	·
CCn1c(O)c(/C=C2\C=Nc3ccccc32)sc1=Nc1ccc(C)cc1	11%	-5%	12	1%	2%	-21%	16%	-8%	-3
Cc1ccc(-n2nc3c(c2NC(=O)c2ccco2)CS(=O)C3)c(C)c1 (configuration not stated)	3%	2%	-6	?	-1%	-9%	-9%	-85%[inhibitor]	-4
CC(C)OP(=O)(OC(C)C)C(C)NC(=O)Cc1ccccc1 (configuration not stated)	20%	1%	21	5%	9%	4%	-2%	1%	3
O=C(Nc1ccccc1Br)c1cc[n+]([O-])cc1	24%	1%	-9	23%	13%	2%	?	20%	31
O=C(CN1C2CCC1CC(NC(=O)Nc1ccccc1)C2)NCc1ccco1 (configuration not stated)	0%	0%	-8	15%	-2%	8%	3%	-14%	0
Cc1ccc(/C=C/C(=O)O)cc1S(=O)(=O)NCCCO	17%	5%	0	?	19%	1%	5%	0%	16
O=C(c1ccc(Cl)cc1)C1CCCN(Cc2cccn2-c2cccnc2)C1 (configuration not stated)	-24%	0%	-9	-7%	-22%	-4%[7.66 µM]	24%	14%	-56*
COc1ccc2c(c1)c(=O)c(C(=O)O)c(-c1ccc3c(c1)OCO3)n2C	13%	-17%	5	3%	7%	4%[1.53 µM]	-1%	-235%[inhibitor]	8
Cc1ccc(S(=O)(=O)N(C)CC(=O)OCc2nnc(-c3ccccc3)o2)cc1	-6%	13%	-5	21%	8%	77%[activator]	-3%	14%	13
Cc1cc(C)n2[nH]c(=O)cc2n1	4%	0%	-4	8%	10%	2%	·	·	10

2 compounds from above with just MCF10A rereplic.
SMILES,MCF10A rereplic
O=C(CN1C2CCC1CC(NC(=O)Nc1ccccc1)C2)NCc1ccco1 (configuration not stated),3%
Cc1ccc(/C=C/C(=O)O)cc1S(=O)(=O)NCCCO,5%
